High-throughput results as filed in PubChem BioAssay.
PKA-R1A act: activates the PKA-R1A holoenzyme complex; P00514+P68181; PKA-R1A dissociation, Cy5-IP20 fluorescence polarization; scaled: DMSO 0%, 113 µM cGMP 100%; activation, % at 11.4 µM; actives 0.083% (n = 340,000); AID 504707;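 active = percent activation above the mean of all tested compounds plus 3 SD, cut at about 19% in these data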;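 also: higher means more PKAc released from R1A so a rise in polarization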
DSG3 Ab inh: human desmoglein-3 autoantibody binding inhibition; DSG3-coupled beads, scFv-anti-DSG3-GFP binding, flow cytometry; stronger effect = lower value; binding (percent of control), % at 10 µM; actives 0.48% (n = 310,000); AID 588358;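 active = binding more than 3 SD below its plate's average and above zero; inconclusive = below that plate limit but binding exactly zero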;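 also: hits lower antibody fragment binding to DSG3; some compounds called inactive have numbers as strong as hits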
MITF act: activators of MITF-driven TRPM1 promoter activity in SK-MEL-5 cells; activation, % at 12.5 µM; AID 588334; actives 0.75% (n = 300,000); SK-MEL-5 TRPM1-promoter luciferase, 24 h; % of positive control, neutral wells = 0;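 active = mean activation of at least 80% with every replicate also reaching 80%; inconclusive = mean reaches 80% but some replicate falls short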;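 also: 0% = neutral control wells and 100% = parthenolide positive control wells; values of inactives mirror those of a sister screen read the other way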
Arr AP2 block: inhibitors of human beta-arrestin and AP2 interaction | FITC-arrestin peptide / GST-AP2 beads, flow cytometry; AP2 beta2 appendage carries R879A mutation | inhibition, % at 10 µM | actives 0.31% (n = 340,000);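 active = inhibition above a set limit, near 3 SD of compounds lacking own fluorescence, cut at about 54% in these data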;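 also: plate controls were DMSO wells for no effect and 5 µM unlabelled arrestin peptide for full effect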
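System: GST-AP2 R879A bound to glutathione beads, E. coli-expressed. Also added: 50 nM FITC-arrestin peptide. Schedule: compound with beads 12 min RT, then probe 1 h RT. Signal: bead flow cytometry, FITC channel. Read-out basis: percent response.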
CDK5 inh: inhibitors of human CDK5/p35 kinase; Recombinant CDK5/p35, ADP-Glo luminescence, 60 min; AID 488839; inhibition, % at 10 µM; actives 0.01% (n = 330,000); Q00535+Q15078;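 active = highest replicate inhibition of at least 50% and at least 75% of replicates reaching 50%; inconclusive = only one of the two criteria met; inactive = both criteria failed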;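 also: plate controls were DMSO neutral control for no effect and GW8510 at 10 µM for full effect; many of its hits are not listed in these tables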
SR-BI DiI inh: inhibitors of mouse SR-BI mediated HDL lipid uptake. ldlA[mSR-BI] CHO cells, DiI-HDL uptake fluorescence, 3 h. inhibition, % at 12.5 µM. actives 0.96% (n = 320,000);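 active = mean replicate inhibition of at least 70% and a set share of replicates each scoring 70 or more; inconclusive = meets just one of the two criteria; inactive = fails both criteria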;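 also: 0% = median of neutral control wells and 100% = median of positive control wells; values of inactives mirror those of a sister screen read the other way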
Target sequence (Q61009 whole entry, looked up): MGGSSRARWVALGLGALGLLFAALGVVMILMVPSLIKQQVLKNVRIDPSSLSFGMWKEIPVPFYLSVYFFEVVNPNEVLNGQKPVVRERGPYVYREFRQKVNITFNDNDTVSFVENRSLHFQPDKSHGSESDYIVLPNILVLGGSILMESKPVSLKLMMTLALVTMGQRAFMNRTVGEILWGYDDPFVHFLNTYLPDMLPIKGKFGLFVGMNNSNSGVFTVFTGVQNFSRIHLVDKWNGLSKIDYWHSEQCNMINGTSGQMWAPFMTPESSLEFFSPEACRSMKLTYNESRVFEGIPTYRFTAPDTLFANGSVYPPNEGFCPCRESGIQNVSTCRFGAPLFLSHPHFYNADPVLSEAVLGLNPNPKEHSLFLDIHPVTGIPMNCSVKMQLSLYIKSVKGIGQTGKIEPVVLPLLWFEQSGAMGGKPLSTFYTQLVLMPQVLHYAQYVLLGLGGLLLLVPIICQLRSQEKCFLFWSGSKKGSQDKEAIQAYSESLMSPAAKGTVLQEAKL
dFosB activator: enhances mouse delta FosB homodimer DNA binding. P13346. purified delta FosB, TAMRA-CDK5 oligo fluorescence polarization; percent of positive-control signal above neutral wells. activation, % at 25 µM. actives 0.99% (n = 340,000);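 active = mean activation above about 17%, with every replicate also reaching it, limit read from the data, passing the limit was not always enough; inconclusive = only one of the two conditions met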;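 also: fluorescence polarization rise as delta FosB binds a TAMRA Cdk5 AP-1 oligo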
SUMO Mot1 rescue: blocks SUMOylation pathway, rescuing yeast Mot1-301 growth; growth rescue, % at 18.8 µM; AID 2716; actives 1% (n = 320,000); S. cerevisiae Mot1-301 growth rescue, ATP luminescence, 38.5C; percent above DMSO median, 100 means doubled;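 active = every valid replicate shows activation above 250% relative to neutral control wells; inactive = the rest, any valid replicate at or below 250%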;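 also: OY570 slx delta 5 strain wells were the positive control but not used for scaling; some compounds called inactive have numbers as strong as hits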
SR-BI DiI-HDL act: SR-BI HDL lipid transfer activation; activation, % at 12.5 µM; CHO ldlA[mSR-BI] cells, DiI-HDL uptake fluorescence, 3 h; 100 = double the neutral-control signal; actives 0.096% (n = 320,000);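 active = mean replicate activation of at least 60% and every replicate at or above 60%; inconclusive = mean or all-replicate condition met, but not both; inactive = mean below 60% and not all replicates reaching 60%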;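 also: 0% = median plate neutral-control signal and 100% = twice that signal; values of inactives mirror those of a sister screen read the other way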
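System: CHO ldlA[mSR-BI] cells / Medium: HEPES-buffered (25 mM, pH 7.4) F12 plus 0.5% BSA / Probe or stimulus: labelled HDL, 10 µg/mL / Doses: single compound concentration, delivered by pin transfer / Schedule: 3 h, 37 °C / Measured by: DiI fluorescence, bottom read / Measure: cell-associated DiI fluorescence as measure of HDL uptake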
PKA-R2B act: PKA-R2B complex activation; P22694+P31323; PKA-R2B holoenzyme dissociation, Cy5-IP20 fluorescence polarization; R2B truncated from residue 108, S112A mutant; 0% DMSO only, 100% 113 µM cGMP; activation, % at 11.4 µM; actives 0.079% (n = 340,000); AID 504700;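 active = activation above a cutoff set at the mean over all compounds plus 3 SD, cut at about 18% in these data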;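 also: higher means more holoenzyme dissociation and a rise in polarization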
Target sequence (P31323 whole entry, looked up, other chains not shown, the tested form may be a part): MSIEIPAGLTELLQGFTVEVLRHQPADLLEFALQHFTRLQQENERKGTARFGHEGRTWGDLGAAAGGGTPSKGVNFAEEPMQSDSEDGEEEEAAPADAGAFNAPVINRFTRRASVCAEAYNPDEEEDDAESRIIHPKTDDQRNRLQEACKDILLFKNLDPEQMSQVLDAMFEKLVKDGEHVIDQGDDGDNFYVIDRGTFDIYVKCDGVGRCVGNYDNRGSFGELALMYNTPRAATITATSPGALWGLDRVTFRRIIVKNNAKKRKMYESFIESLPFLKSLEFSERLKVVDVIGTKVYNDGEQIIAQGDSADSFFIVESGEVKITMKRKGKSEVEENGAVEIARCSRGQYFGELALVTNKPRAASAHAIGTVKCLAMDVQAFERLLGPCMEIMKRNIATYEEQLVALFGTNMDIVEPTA
NSD2 inh: blocks human histone methyltransferase NSD2 | NSD2 peptide methylation, AlphaScreen, 120 min | actives 0.54% (n = 310,000) | O96028 | inhibition, % at 12.5 µM; in the data active = inhibition above about 50%
The depositor's hits bear a star; ? = inconclusive; . = no result given.

PKA-R1A act	DSG3 Ab inh	MITF act	Arr AP2 block	CDK5 inh	SR-BI DiI inh	dFosB activator	SUMO Mot1 rescue	SR-BI DiI-HDL act	PKA-R2B act	NSD2 inh	mol
-1	102	-9	11	0.0	13	-7	1	-13	-9	15	CC(C)CC(NC(N)=O)C(=O)Nc1ccc(Oc2ccccc2)cc1 (centres undefined)
-8	92	3	7	-0.3	7	2	-13	-7	3	5	Cc1cc(C2=NNC(=NC3CCCCC3)SC2)c(C)n1-c1c(C)n(C)n(-c2ccccc2)c1=O
-6	113	1	0	-1.8	89*	-12	3	-89	-15	19	COC(=O)/C(=C(O)\C=C\c1ccccc1[N+](=O)[O-])c1nc2ccccc2[nH]1
15	116	11	-2	-1.2	-17	-4	-5	17	6	12	Cc1ccc(NC(=O)CSc2nnc3ccccn23)cc1S(=O)(=O)N1CCOCC1
-3	100	-3	2	-0.8	-32	-1	5	32	3	18	Cn1c(=O)[nH]c(=O)c2c1nc(CN1CCOCC1)n2CCc1ccccc1
-3	97	-14	-8	-0.4	.	0	-14	.	0	.	C=CCNC(=O)c1onc(CSc2cccc3ccccc23)c1C(=O)O
9	99	8	29	0.4	27	-3	22	-27	-3	2	COC(=O)c1ccccc1NC(=O)C1CCN(S(=O)(=O)c2cc(OC)ccc2OC)CC1
-8	97	-5	-7	0.5	-26	1	-4	26	-1	-1	CN(C)c1ccc(/C=N\S(=O)(=O)c2ccccc2)cc1
-2	79	.	6	3.3	-1	1	-1	1	-4	0	O=C(NCCO)NC(=S)c1ccccc1
-15	82	13	11	-0.3	-7	-7	-13	7	7	1	COC(=O)CN1C(=S)N(c2ccc(OC)cc2)C(=O)/C1=C/c1ccc(OC)cc1
5	.	-14	-10	-0.1	12	-9	-15	-12	-5	-2	CCc1cccc(NC(=S)Nc2cccc3ccccc23)c1
2	70	8	3	-1.3	-2	0	41	2	-6	6	OC(CN1CCCC1)Cn1ccc2ccccc21 (centres undefined)
-9	102	.	-12	-6.4	-18	0	10	18	4	-1	O=S(=O)(Nc1ccccc1Cl)c1ccc(-c2ccccn2)s1
2	96	10	-2	-1.5	-14	-4	16	14	-5	2	O=C(CCN1C(=O)/C(=C/c2ccccc2)SC1=S)Nc1cccnc1
5	-8.1*	.	10	-0.5	8	-2	142	-8	4	40	COc1ccc2nc(NC(=O)CSc3nnnn3C)sc2c1
-9	83	-2	1	0.8	-23	-1	7	23	0	-2	CCOC(=O)c1nnn(-c2nonc2N)c1CS(=O)(=O)c1ccccc1
3	101	11	-1	-2.7	12	-17	17	-12	-1	7	CC(C)(C)C1CCC(C(=O)Nc2ccc(N3CCOCC3)cc2N2CCOCC2)CC1 (centres undefined)
4	99	-4	8	-1.1	-17	-13	2	17	6	4	CCC(C)(C)NC(=O)C(c1ccc(OC)cc1)N(C(=O)CCC(=O)Nc1cc(C)on1)c1cc(OC)ccc1OC (centres undefined)
-2	101	-5	5	-0.3	-37	0	-23	37	-3	5	CC(C)CNC1CCS(=O)(=O)C1 (centres undefined)
-9	104	15	-1	-0.1	15	6	68	-15	-3	-3	Cc1cccc(NC(=O)CN2C(=O)N/C(=C\c3ccc(N4CCOCC4)cc3)C2=O)c1

Going on with the list:
PKA-R1A act	DSG3 Ab inh	MITF act	Arr AP2 block	CDK5 inh	SR-BI DiI inh	dFosB activator	SUMO Mot1 rescue	SR-BI DiI-HDL act	PKA-R2B act	NSD2 inh	mol
4	108	5	-5	-2.8	-7	4	39	7	-14	0	CCCN1C(=O)N(C)C(N(O)C(=O)NC)C1(C)C (centres undefined)
-9	97	-7	1	-1.2	40	-3	-2	-40	0	-3	Cc1ccc(-n2ncc3c2CCCC3NC(=O)CCc2c(C)noc2C)cc1C (centres undefined)
10	103	2	.	0.0	-27	-8	13	27	6	.	O=C(C1=C[C@H](c2ccc(Br)cc2)C[C@H](OCCCCO)O1)N1CCN(Cc2ccc3c(c2)OCO3)CC1
2	101	-7	-5	-0.1	-41	-3	.	41	-5	0	O=C(c1ccc(NS(=O)(=O)c2ccc(Cl)c(Cl)c2)cc1)N1CCOCC1
-8	79	3	6	0.8	-10	-11	-6	10	-8	3	OCc1nnn(-c2cccc(C(F)(F)F)c2)c1CO
-2	109	17	28	-2.0	-11	-7	11	11	-9	3	Cc1ccccc1Cc1c(C)nc2nc(SCC(=O)NCCCN3CCCCC3)nn2c1C
4	103	4	-2	1.4	-32	-3	-2	32	8	1	COc1ccccc1N(C)S(=O)(=O)c1ccc(Cl)c(C(=O)NCC2(N(C)C)CCCCC2)c1
-5	108	-4	4	0.3	-4	1	-11	4	2	-2	CC(=O)N1CCOc2ccc(S(=O)(=O)Nc3ccc(Cl)cn3)cc21
-8	.	27	22	0.1	15	-1	-17	-15	7	6	O=C(NNC(=S)Nc1ccc(Br)cc1)c1ccccc1Br
-18	108	23	3	-3.0	-9	-1	.	9	-8	-6	CCn1cc(Br)c(C(=O)Nc2ccc(F)cc2F)n1
3	96	-7	-10	-0.2	0	3	-1	0	-1	-6	CN(C(=O)COC(=O)COc1ccc(Cl)cc1Cl)c1c(N)n(Cc2ccccc2)c(=O)[nH]c1=O
5	.	.	7	1.1	.	-22	0	.	-4	-2	O=C(CSc1nc2ccc(Nc3nc(N4CCCC4)nc(N4CCCC4)n3)cc2s1)NCc1ccco1
-4	96	-8	29	1.4	-17	6	.	17	-4	.	O=C1c2ccccc2[C@@H]2C[C@@H](O)[C@H](Nc3ccccc3)CCN12
4	.	?	23	0.3	22	-9	11	-22	5	-4	O=C(CSc1nc2ccccc2o1)c1ccccc1
-5	.	.	0	-0.7	24	-45	1	-24	3	-2	Cc1nnc(-n2ncc(C#N)c2N)c2nn(-c3cccc(Cl)c3)c(C)c12
-6	103	-6	9	-0.9	-20	2	0	20	8	0	COc1ccc(N(CC(=O)N2CCOCC2)S(C)(=O)=O)cc1Cl
.	83	.	6	1.0	34	-6	-16	-34	.	1	Clc1ccc(-[n+]2c(-c3cccc(Br)c3)[nH]c3nc4ccccc4nc32)cc1
-6	92	-3	-11	0.0	-1	2	28	1	-4	-1	COc1ccc(CS(=O)(=O)CC(C)(O)c2ccccc2Cl)cc1 (centres undefined)
-4	107	38	9	1.1	8	-9	7	-8	4	-1	CN(CCOc1ccccc1)C(=O)C1CCC(=O)N(CCc2ccc(Cl)cc2)C1 (centres undefined)
-7	103	7	-4	0.3	-19	-2	-11	19	-5	1	Cc1ccnc(NS(=O)(=O)c2ccc(NC(=O)CCc3ccccc3)cc2)n1

Arranged by molar mass (rising): 13 of the compounds above.
PKA-R1A act	DSG3 Ab inh	MITF act	Arr AP2 block	CDK5 inh	SR-BI DiI inh	dFosB activator	SUMO Mot1 rescue	SR-BI DiI-HDL act	PKA-R2B act	NSD2 inh	mol
-2	101	-5	5	-0.3	-37	0	-23	37	-3	5	CC(C)CNC1CCS(=O)(=O)C1 (centres undefined)
2	70	8	3	-1.3	-2	0	41	2	-6	6	OC(CN1CCCC1)Cn1ccc2ccccc21 (centres undefined)
4	108	5	-5	-2.8	-7	4	39	7	-14	0	CCCN1C(=O)N(C)C(N(O)C(=O)NC)C1(C)C (centres undefined)
-4	96	-8	29	1.4	-17	6	.	17	-4	.	O=C1c2ccccc2[C@@H]2C[C@@H](O)[C@H](Nc3ccccc3)CCN12
-18	108	23	3	-3.0	-9	-1	.	9	-8	-6	CCn1cc(Br)c(C(=O)Nc2ccc(F)cc2F)n1
-1	102	-9	11	0.0	13	-7	1	-13	-9	15	CC(C)CC(NC(N)=O)C(=O)Nc1ccc(Oc2ccccc2)cc1 (centres undefined)
-9	102	.	-12	-6.4	-18	0	10	18	4	-1	O=S(=O)(Nc1ccccc1Cl)c1ccc(-c2ccccn2)s1
-5	.	.	0	-0.7	24	-45	1	-24	3	-2	Cc1nnc(-n2ncc(C#N)c2N)c2nn(-c3cccc(Cl)c3)c(C)c12
2	96	10	-2	-1.5	-14	-4	16	14	-5	2	O=C(CCN1C(=O)/C(=C/c2ccccc2)SC1=S)Nc1cccnc1
-15	82	13	11	-0.3	-7	-7	-13	7	7	1	COC(=O)CN1C(=S)N(c2ccc(OC)cc2)C(=O)/C1=C/c1ccc(OC)cc1
-4	107	38	9	1.1	8	-9	7	-8	4	-1	CN(CCOc1ccccc1)C(=O)C1CCC(=O)N(CCc2ccc(Cl)cc2)C1 (centres undefined)
-8	92	3	7	-0.3	7	2	-13	-7	3	5	Cc1cc(C2=NNC(=NC3CCCCC3)SC2)c(C)n1-c1c(C)n(C)n(-c2ccccc2)c1=O
4	103	4	-2	1.4	-32	-3	-2	32	8	1	COc1ccccc1N(C)S(=O)(=O)c1ccc(Cl)c(C(=O)NCC2(N(C)C)CCCCC2)c1

The list goes on:
PKA-R1A act	DSG3 Ab inh	MITF act	Arr AP2 block	CDK5 inh	SR-BI DiI inh	dFosB activator	SUMO Mot1 rescue	SR-BI DiI-HDL act	PKA-R2B act	NSD2 inh	mol
-9	96	3	-2	-2.5	38	0	-3	-38	-13	-2	Cc1ccc(C2CC(=O)C=C(Nc3ccc(Cl)cc3)C2)cc1 (centres undefined)
5	112	-5	18	0.4	-6	1	-1	6	-5	4	Cc1cc(Cl)c2ccc(Cl)cc2n1
7	104	13	-10	0.5	-6	-1	-2	6	-2	-2	CS(=O)(=O)N1CCN(C(=S)NCc2ccc(F)cc2)CC1
-1	97	-7	-3	-0.1	-21	7	-15	21	2	.	O=C(CCCCO)c1ccc(O)c(Cl)c1
-4	101	-6	-7	-1.1	11	0	-1	-11	-4	1	CN(CC(=O)Nc1ccccc1Br)C(=O)Cn1[nH]c(=O)c2ccccc2c1=O
-12	100	-1	15	-1.4	-27	-3	-19	27	-8	2	NC(=O)c1c(NC(=O)C(=O)N2CCOCC2)sc2c1CCC2
14	114	.	5	-0.1	8	-3	91	-8	-1	-2	O=C(NC1=NCCS1)c1ccccc1Cl
6	101	-49	4	-1.7	-18	-1	-18	18	8	.	Oc1cc(-c2cccnc2)cc2cccnc12
